Assay outcomes: PubChem BioAssay, National Center for Advancing Translational Sciences (NCATS)
GAA glycogen mod – GAA glycogen-cleavage inhibition or activation; recombinant GAA, glycogen substrate, Amplex Red glucose oxidase fluorescence; Potency, µM (doses to about 76.4 µM), for the others: top-dose activity change, negative = inhibition, most hits filed as inhibitors; actives 0.38% (n = 300,000); active means well fitted inhibition curve with a large enough effect; inconclusive means small, poorly fitted or top-dose-only effect, or another doubt; inactive means no such curve, though single readings can be large or run the other way;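 further: 0% = full enzyme reaction and -100% = no-enzyme basal signal; the screen sought inhibitors and activators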
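Recombinant enzyme (4 nM final) with compounds titrated up to 77 uM and bovine liver glycogen (30 ug) in citrate pH 5.0, 0.01% Tween-20, 37 C 40 min. Released glucose detected by Amplex Red/glucose oxidase (Ex 573/Em 610); AC50 from Hill fits.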
The depositor's hits bear a star; ? = inconclusive; [ ] = another dose, or the depositor's remark. Potency means the concentration at half of the fitted maximal effect. An excerpt. The share of hits here may be higher or lower than overall.

| smiles | GAA glycogen mod |
| --- | --- |
| COc1ccc(-c2cn3c(n2)sc2cc(C(=O)NCCc4ccccc4)ccc23)cc1 | -9%[76.3 µM] |
| CC1CCN(S(=O)(=O)c2ccc(NC(=O)c3ccncc3)cc2)CC1 | -8%[76.3 µM] |
| CCc1ccc(NC(=O)Cn2nnc(-c3ccccc3N)n2)cc1 | 17%[76.3 µM] |
| Cc1cc2c(cc1S(=O)(=O)NCc1ccc(F)cc1)n(C)c(=O)c(=O)n2C | -10%[76.3 µM] |
| COc1cc(OC)c(OC)cc1CN1CCN(C(=O)c2cccc3ccccc23)CC1 | 1%[76.3 µM] |
| O=C(O)c1cccc(NC(=O)c2ccc3c(c2)C(=O)N(c2cccc([N+](=O)[O-])c2)C3=O)c1 | -6% |
| COCCN(Cc1ccc(F)cc1)C(=O)c1cc2ccccc2oc1=O | 8%[76.3 µM] |
| CCCCn1c(=O)c2oc3ccccc3c2n(CC(=O)Nc2cccc(Cl)c2)c1=O | -1%[76.3 µM] |
| CCc1ccc(N(C(=O)c2ccco2)C(C(=O)NC2CCCC2)c2ccncc2)cc1 (configuration not stated) | -9% |
| Cc1ccccc1NC(=O)CCCC(=O)c1ccccc1 | 6% |
| CN(C)CCCN1C(=O)c2cc3ccccc3cc2C1=O | -7%[76.3 µM] |
| COc1ccc(NC(=O)N2CCCC2C(=O)NC23CC4CC(CC(C4)C2)C3)cc1 (configuration not stated) | 0% |
| CC(C)c1ccc(NC(=O)NC(C)c2ccc3c(c2)OCO3)cc1 (configuration not stated) | 5%[76.3 µM] |
| Cc1ccc(C(=O)NNC(=O)c2cc3ccccc3cc2O)cc1 | 17%[76.3 µM] |
| COc1ccc(NC(=O)CN2CCN(CC(=O)Nc3ccc(F)cc3F)CC2)cc1 | -7% |
| O=Cc1cc([N+](=O)[O-])ccc1N1CCN(Cc2ccc3c(c2)OCO3)CC1 | -1% |
| CC(=O)c1ccccc1N(C(=O)c1ccco1)C(C(=O)NC1CCCC1)c1ccc(C)cc1 (configuration not stated) | -15% |
| O=C(O)c1ccc(S(=O)(=O)N2CCC(NC(=O)C3CCCCC3)CC2)cc1 | -3% |
| CCOc1ccccc1CN1CCNC(=O)C1CC(=O)NCCc1ccccn1 (configuration not stated) | -1%[76.3 µM] |
| Cc1ccc(C)c(N2C(=O)CC(Cc3ccc(Br)cc3)C2=O)c1 (configuration not stated) | -7%[76.3 µM] |
| Cc1ccc(NS(=O)(=O)Cc2ccccc2)cc1Cl | -2%[76.3 µM] |
| CCc1nc2ccc(Cc3ccc4nc(CC)[nH]c4c3)cc2[nH]1 | 1% |
| O=C(CNC(=O)[C@@H]1Cc2ccccc2CN1)Nc1ccc2c(c1)OCCO2 | -12%[76.3 µM] |
| CCC(C(=O)Nc1cccnc1)n1c(=O)[nH]c2ccccc2c1=O (configuration not stated) | 5%[76.3 µM] |
| CCN(CC)S(=O)(=O)c1nnc(NC(=O)c2ccco2)s1 | 7% |
| CC(=O)Nc1ccc(NC(=O)Nc2cccc3ccccc23)cc1 | -6%[76.3 µM] |
| CNC(=O)NC(=O)CSc1nnc(-c2ccco2)n1-c1ccccc1 | -5%[76.3 µM] |
| O=C(N/C(=C\c1ccc(Cl)cc1)C(=O)N1CCOCC1)c1ccco1 | -11% |
| O=C(CCNS(=O)(=O)c1ccc(OC(F)(F)F)cc1)N1CCN(C/C=C/c2ccccc2)CC1 | -4%[76.3 µM] |
| CN(C)c1ccc(NC(=O)CSc2nnc(-c3ccco3)c(-c3ccco3)n2)cc1 | ? |
| COc1ccc(/C=C/C(=O)N2CCC(c3nc4ccccc4o3)CC2)cc1OC | -6%[76.3 µM] |
| O=C(O)CCCCCNS(=O)(=O)c1ccc2c3c(cccc13)C(=O)N2 | -6%[76.3 µM] |
| Cc1nc2sccn2c(=O)c1S(=O)(=O)NCc1ccccc1Cl | 21%[76.3 µM] |
| O=C(O)C1Cc2ccccc2-c2ccccc2C1 | 1% |
| O=C(Nc1nnc(CCc2ccccc2)s1)c1ccccc1 | -5%[76.3 µM] |
| COc1cccc(NC(=O)N2CCC(NC(=O)C3CCCCC3)CC2)c1 | 2%[76.3 µM] |
| Cc1cc(C)c(OCC(=O)Nc2ccc(S(=O)(=O)N3CCOCC3)cc2)c(C)c1 | -10%[76.3 µM] |
| CN(CC(=O)Nc1cccc(F)c1)C(=O)C1CC(=O)N(Cc2ccccc2)C1 (configuration not stated) | -5%[76.3 µM] |
| CCc1ccc(-c2[nH]c3c(c2-c2c(-n4cccc4)n(C)c(=O)n(C)c2=O)c(=O)n(C)c(=O)n3C)cc1 | -7%[76.3 µM] |
| CN(c1ccccc1)S(=O)(=O)c1cccc2ccccc12 | -20%[76.3 µM] |
| CCOC(=O)c1ccc(NC(=S)N2CCN(CCO)CC2)cc1 | 6% |
| O=C(CS(=O)(=O)Nc1ccc(F)cc1Cl)Nc1ccc(F)cc1Cl | 4% |
| CN(C(=O)CC1C(=O)NCCN1Cc1ccc(F)cc1Cl)C1CCCCC1 (configuration not stated) | 0%[76.3 µM] |
| COCCNC(=O)C(c1ccc(C)cc1)N(C(=O)CCC(=O)Nc1ccccn1)c1ccc(C)cc1 (configuration not stated) | 12% |
| COc1ccc(NC(=O)CSc2nc(C)cc(C)c2C(=O)Nc2cccc(C)c2)cc1 | 1%[76.3 µM] |
| Cc1[nH]c(C)c(S(=O)(=O)N2CCN(c3ccccc3F)CC2)c1C(=O)N1CCCCC1 | 0%[76.3 µM] |
| COc1ccc(N2CC(C(=O)Nc3nnc(C4CCCCC4)s3)CC2=O)cc1 (configuration not stated) | -22% |
| COCCCNC(=O)C1CCN(C(=O)c2oc3cc4sc(N(C)C)nc4cc3c2C)CC1 | 12%[76.3 µM] |
| Cn1c(=O)c2c(nc(NC3CCCC3)n2C)n(C)c1=O | 0% |
| CC(C)Cc1nc(SCC(=O)N2CCOCC2)c2c(=O)n(C)c(=O)n(C)c2n1 | 0%[76.3 µM] |

The listing continues.
| smiles | GAA glycogen mod |
| --- | --- |
| CC(=O)CN1C(=O)NC(c2ccccc2)(c2ccccc2)C1=O | 4% |
| O=C(Nc1ccc(F)c(Cl)c1)c1cncs1 | 0% |
| COc1cc(NC(=O)C(C)Oc2ccccc2)ccc1NC(=O)COc1ccccc1 (configuration not stated) | 7%[76.3 µM] |
| CC1=C(c2ccc(C(C)C)cc2)S(=O)(=O)N=C1N1CCN(C(=O)c2ccco2)CC1 | -9%[76.3 µM] |
| Cc1c(C)c2ccc(OC(C)C(=O)NC3CC(C)(C)NC(C)(C)C3)cc2oc1=O (configuration not stated) | 1%[76.3 µM] |
| O=C(CSc1ccccc1)NCc1ccccc1 | -17%[76.3 µM] |
| COc1ccc(/C=C2\SC(=S)N(CCC(=O)NCCc3ccc(O)cc3)C2=O)cc1 | -4%[76.3 µM] |
| O=C1CSC(c2cccc(O)c2)N1Cc1ccccc1 (configuration not stated) | 3% |
| COc1ccc(OCC(O)CNC2CCCC2)cc1 (configuration not stated) | -1%[76.3 µM] |
| O=C(Nc1nnc(SCCN2CCOCC2)s1)C1CC(=O)N(c2ccccc2)C1 (configuration not stated) | 0%[76.3 µM] |
| NC(=O)C1CCCN(CC(=O)N2CCN(c3ccccc3)CC2)C1 (configuration not stated) | -2% |
| CCc1ccccc1NC(=O)Nn1cnnc1 | 0%[76.3 µM] |
| Cc1cccc(NC(=O)CSc2cn(CC(=O)N3CCCCCC3)c3ccccc23)c1 | -4%[76.3 µM] |
| O=C(N/N=C/c1ccc2ncccc2c1)c1cccc([N+](=O)[O-])c1 | 3%[76.3 µM] |
| Cc1ccc(S(=O)(=O)NNC(=S)NCC2CCCO2)cc1 (configuration not stated) | ? |
| COc1cccc(CNc2ccc3[nH]c(=O)[nH]c3c2)c1OCc1ccccc1F | 28µM* |
| CCN(CC)CCN(C(=O)c1ccco1)c1nc2c(C)c(C)ccc2s1 | 13%[76.3 µM] |
| COc1ccccc1CN1CC(C(=O)NCc2cccc(Cl)c2)CCC1=O (configuration not stated) | -3%[76.3 µM] |
| O=C(Nc1ccc2c(c1)OCCO2)C(=O)NC1CC1 | -1% |
| CCOC(=O)C1(CCOc2ccccc2)CCN(Cc2cc(OC)ccc2OC)CC1 | -3%[76.3 µM] |
| CC1CCCN(C(=O)CNC(=O)c2ccco2)C1 (configuration not stated) | -15%[76.3 µM] |
| CC(C)c1ccc(OC(=O)c2cc(-c3ccc(Cl)cc3)on2)cc1 | 1%[76.3 µM] |
| COc1cccc(C(=O)Nc2ccc3nc(SCc4ccc(C)cc4)sc3c2)c1 | 5%[76.3 µM] |
| CCOC(=O)c1c(S(=O)(=O)N2CCCC(C(=O)Nc3cccc(C)n3)C2)c(C)n(C)c1C (configuration not stated) | -4%[76.3 µM] |
| Cc1nnc(NC(=O)CCn2c(=O)oc3ccc(Cl)cc32)s1 | -1%[76.3 µM] |
| O=C(CSCc1ccc(Cl)cc1Cl)Nc1ccc(O)cc1C(=O)O | -20%[76.3 µM] |
| CC1(C)CC(=O)N(c2ccc(C#N)cc2)C(=O)C1 | 12%[76.3 µM] |
| O=C(O)CN1C(=O)C(=O)N(Cc2ccc(Cl)c(Cl)c2)C1=O | 4% |
| CCN(C(=O)c1cc(S(=O)(=O)N2CCc3ccccc32)cn1C)c1cccc(C)c1 | -4%[76.3 µM] |
| O=S(=O)(c1cc(Cl)ccc1Cl)N1CCN2CCCC2C1 (configuration not stated) | -8%[76.3 µM] |
| O=C1/C(=C/c2cccs2)SC(=S)N1CC(=O)N1CCCCC1CCO (configuration not stated) | -9%[76.3 µM] |
| CN(C)C(=O)Cn1cnc2c(cnn2-c2ccc(F)cc2)c1=O | -2%[76.3 µM] |
| CCCCn1nc(NC(=O)CC)c2cc3cc(OC)ccc3nc21 | -5% |
| COc1ccccc1-n1nnnc1SCC(=O)N1CCCC1=O | 4%[76.3 µM] |
| O=C(CN1C(=O)COc2ccc(Cl)cc21)NC1CC1 | -1%[76.3 µM] |
| COc1ccc(N2CC(C(=O)Nc3nc4ccc(S(C)(=O)=O)cc4s3)CC2=O)cc1 (configuration not stated) | -7% |
| CCOc1ccccc1NC(=O)CSc1ccc(-c2sc(C)nc2C)nn1 | -5%[76.3 µM] |
| COc1ccc(NC(=O)COc2cccc3c2CCN(Cc2cccnc2)C3=O)c(OC)c1 | 0%[76.3 µM] |
| Cc1nnc(NC(=O)CC23CC4CC(CC(C4)C2)C3)s1 | 9%[76.3 µM] |
| COC(=O)CNc1cc(S(=O)(=O)N2CCCCC2)ccc1Oc1ccc(C(=O)OC)cc1 | -1% |
| CC[C@@]12C(=O)N(c3ccccc3)C(=O)N1[C@H](c1cccc(C)c1)[C@@H]1C(=O)N(Cc3ccccc3)C(=O)[C@@H]12 | 10%[76.3 µM] |
| CC(=O)N1CCC(C(=O)Nc2ccc3c(c2)CCC3)CC1 | 5%[76.3 µM] |
| CN(C)c1ccccc1C(=O)N1CCC(n2nccc2NC(=O)C2CC2)CC1 | -5%[76.3 µM] |
| Cc1ccc2oc(=O)cc(CN3CC(C)OC(C)C3)c2c1 (configuration not stated) | -6%[76.3 µM] |
| COc1ccccc1NS(=O)(=O)c1ccc2oc(SC)nc2c1 | 7% |
| COc1cc(C2C(C#N)=C(N)N(N(C)C)C3=C2C(=O)CCC3)cc(OC)c1OC (configuration not stated) | ? |
| O=C(N/N=C/c1cccnc1)c1cc(O)c(O)c(O)c1 | ? |
| COc1ccccc1CNC(=O)CCNC(=O)N1CC(=O)Nc2ccccc21 | -6%[76.3 µM] |
| COc1cccc(NC(=O)Nc2ccc3c(c2)CCC3)c1 | -2%[76.3 µM] |
| CCCn1c(=O)c(C(=O)NCCc2ccc(Cl)cc2)c(O)c2ccccc21 | 0%[76.3 µM] |

Following part.
| smiles | GAA glycogen mod |
| --- | --- |
| CCN(CC(=O)NC1CC1)S(=O)(=O)c1ccc(C)cc1 | 1%[76.3 µM] |
| Cc1ccc(C(=O)NCCNC(=O)c2cccnc2)cc1 | -7% |
| O=[N+]([O-])c1cc(-c2nc(-c3ccccc3)no2)ccc1N1CCOCC1 | 11%[76.3 µM] |
| COc1cc(NC(=O)C2CCCCC2)c(OC)cc1NC(=O)c1ccccc1 | 0% |
| C/C(CC(=O)Nc1ccc2c(c1)OCCO2)=N\NC(=O)COc1ccccc1C | -7% |
| Cc1ccc(Cl)cc1N1CCN(C(=O)c2ccc(CS(=O)Cc3ccc(Cl)cc3)o2)CC1 (configuration not stated) | -12%[76.3 µM] |
| Cc1ccnc(NC(=O)c2cccc(NC(=O)c3ccccc3C)c2)c1 | -8%[76.3 µM] |
| Cc1cc(NC(=O)CSCC(=O)OCc2nnc(-c3ccccc3)o2)no1 | 0%[76.3 µM] |
| Cc1cc(=O)oc2c3c(cc(OCC(=O)NCc4ccccc4)c12)OC(C)(C)CC3 | -5%[76.3 µM] |
| CCOC(=O)C1=C(CN2CCN(C)CC2)NC(=O)NC1c1ccc(F)cc1 (configuration not stated) | 10%[76.3 µM] |
